hIAP inh – human IAP inhibitors, primary screen, biochemical, luminescence, uHTS; Intestinal-type alkaline phosphatase (Homo sapiens), P09923; purified IAP, CDP-Star luminescence, 30 min; inhibition, % at 10 µM; 330,000 compounds, 0.12% hits; AID 2544, 2010;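 active = inhibition reaching a set limit with compound at 10 µM in the primary screen, cut at about 35% in these data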;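 also: plate controls were DMSO wells with enzyme for no effect and no-enzyme buffer wells for full effect; values of inactives mirror those of a sister screen read the other way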
Target sequence (P09923 whole entry, looked up): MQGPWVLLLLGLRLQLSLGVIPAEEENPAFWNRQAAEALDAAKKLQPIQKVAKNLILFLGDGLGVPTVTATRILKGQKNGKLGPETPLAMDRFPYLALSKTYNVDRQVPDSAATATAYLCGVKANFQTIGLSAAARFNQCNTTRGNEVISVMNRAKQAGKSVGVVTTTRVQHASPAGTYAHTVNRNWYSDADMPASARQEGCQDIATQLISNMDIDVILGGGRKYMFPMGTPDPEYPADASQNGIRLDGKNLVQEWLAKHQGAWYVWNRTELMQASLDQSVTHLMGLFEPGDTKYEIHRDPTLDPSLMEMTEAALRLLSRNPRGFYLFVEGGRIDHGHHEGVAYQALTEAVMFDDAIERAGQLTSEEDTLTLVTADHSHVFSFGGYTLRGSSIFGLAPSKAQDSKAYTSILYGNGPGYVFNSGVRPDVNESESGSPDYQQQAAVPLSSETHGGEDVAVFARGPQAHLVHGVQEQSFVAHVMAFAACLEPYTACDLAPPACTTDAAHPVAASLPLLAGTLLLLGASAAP
hIAP act – human IAP activators, primary screen, biochemical, luminescence, uHTS; Intestinal-type alkaline phosphatase (Homo sapiens), P09923; purified human IAP, CDP-Star luminescence, 30 min; hits give high values; 1 = vehicle-only enzyme, 0 = enzyme-free background; activation factor at 10 µM; 330,000 compounds, 0.16% hits;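 active = activation factor of the enzyme at least 2-fold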; also: the source names both 10 and 20 µM as test concentration; values of inactives mirror those of a sister screen read the other way
mIAP activ – activators of mouse IAP, primary screen, biochemical, luminescence, uHTS; intestinal alkaline phosphatase [Mus musculus]; muIAP, CDP-Star luminescence, 30 min; hits give high values; 1 = vehicle-only enzyme signal, 0 = enzyme-free wells; activation factor at 10 µM; 330,000 compounds, 0.24% hits; AID 2805, 2010;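 active = activation factor of at least 2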; also: the source names both 10 and 20 µM as test concentration; values of inactives mirror those of a sister screen read the other way
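System: Mouse IAP enzyme | Also added: CDP-Star substrate | Dosing: Compounds dispensed in DMSO | Schedule: 30 min enzyme-substrate-compound incubation at room temperature | Technique: Chemiluminescence readout | Control set: DMSO-only wells and no-enzyme negative control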
APOBEC3G inh – APOBEC3G DNA deaminase inhibitors, primary screen, biochemical, fluorescence, single-stranded DNA substrate, uHTS | DNA dC->dU-editing enzyme APOBEC-3G (Homo sapiens), Q9HC16 | recombinant A3G, ssDNA deamination FAM/TAMRA fluorescence | inhibition, % at 20 µM | 330,000 compounds, 0.28% hits | AID 493012, 2011;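 active = inhibition of at least 40% at 20 µM, with no more than 30% in the related APOBEC3A deaminase screen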;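 also: plate controls were DMSO wells with A3G for no effect and wells lacking A3G enzyme for full effect; some compounds called inactive have numbers as strong as hits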
NALP3 yeast inh – NALP3 inflammasome inhibitors in reconstituted yeast, primary screen, luminescence, uHTS. Yeast reconstituted NLRP3/ASC/caspase-1, beta-gal luminescence, 24 h. 330,000 compounds, 0.39% hits. inhibition, % at 10 µM;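 active = inhibition of 50% or more; inactive = inhibition below 50%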;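 also: plate controls were induced DMSO wells for no effect and uninduced yeast grown without galactose for full effect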
beta cell repl – inducers of MIN6 beta-cell proliferation, primary screen, ATP luminescence, uHTS. proliferation, % at 10 µM. 330,000 compounds, 0.29% hits. MIN6 cells proliferation, ATPlite luminescence, 48 h; cells starved in 0.2% serum; 100% = growth in 10% serum;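 active = compounds whose signal lies at least 3.5 SD above the mean of all wells on their plate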;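 also: 0% = DMSO-treated cells in low-serum medium and 100% = 10% serum control; some compounds called inactive have numbers as strong as hits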
mIAP block – inhibitors of mouse IAP, primary screen, biochemical, luminescence, uHTS | purified mouse IAP, CDP-Star luminescence, 30 min | intestinal alkaline phosphatase [Mus musculus] | inhibition, % at 10 µM | AID 2806, 2010 | 330,000 compounds, 0.2% hits;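 active = inhibition of at least 40% at 10 µM in the primary screen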;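 also: plate controls were DMSO with enzyme for no effect and no enzyme wells for full effect; values of inactives mirror those of a sister screen read the other way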
APOBEC3A inh – APOBEC3A ssDNA deaminase inhibitors, primary screen, selectivity assay for APOBEC3G inhibitor project, biochemical, FAM/TAMRA oligo cleavage fluorescence; inhibition, % at 20 µM; AID 493011, 2011; recombinant A3A, FAM/TAMRA ssDNA deamination fluorescence; DNA dC->dU-editing enzyme APOBEC-3A (Homo sapiens), P31941; 330,000 compounds, 0.41% hits;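 active = at least 40% inhibition at 20 µM here, with at most 30% in a related deaminase screen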;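 also: plate controls were A3A with DMSO for no effect and wells lacking A3A enzyme for full effect; some results filed as inactive read as strong as hits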
Target sequence (P31941 whole entry, looked up): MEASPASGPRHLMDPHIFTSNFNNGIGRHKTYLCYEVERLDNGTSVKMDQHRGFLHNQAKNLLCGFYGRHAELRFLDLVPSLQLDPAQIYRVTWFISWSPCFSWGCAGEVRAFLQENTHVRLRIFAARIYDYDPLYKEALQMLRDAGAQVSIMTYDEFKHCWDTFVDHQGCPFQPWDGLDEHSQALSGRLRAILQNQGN
SENP1 FRET inh – human SENP1 catalytic domain inhibitors, primary screen, biochemical, FRET, uHTS; Sentrin-specific protease 1 (Homo sapiens), Q9P0U3; recombinant SENP1 catalytic domain, CyPet-SUMO1-YPet FRET cleavage; inhibition, % at 10 µM; 360,000 compounds, 0.21% hits;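 active = inhibition at least 30% at 10 µM, raw YFP signal under a set limit, fluorescence ratio 0.5 to 1.5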;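 also: 0% = enzyme with DMSO and 100% = no enzyme wells; some results filed as inactive read as strong as hits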
Target sequence (Q9P0U3 419-644 limits assumed): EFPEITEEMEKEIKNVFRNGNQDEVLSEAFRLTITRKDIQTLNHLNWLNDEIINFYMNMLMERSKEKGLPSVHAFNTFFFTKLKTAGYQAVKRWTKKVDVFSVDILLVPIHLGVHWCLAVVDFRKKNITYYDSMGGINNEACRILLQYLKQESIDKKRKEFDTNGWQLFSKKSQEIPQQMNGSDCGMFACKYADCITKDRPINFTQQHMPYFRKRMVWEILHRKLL
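system = hSENP1 catalytic domain, recombinant | reagent = SFCypet-SUMO1-SFYpet substrate at 25 nM | doses = one dose per compound, 10 µM, 0.5% DMSO | incubation = enzyme reaction for 50 min at room temperature, dark | measured by = FRET, CFP and YFP emission | controls = no-enzyme low, enzyme-DMSO high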
The depositor's hits bear a star; & = joins results of further samples.

SMILES | hIAP inh | hIAP act | mIAP activ | APOBEC3G inh | NALP3 yeast inh | beta cell repl | mIAP block | APOBEC3A inh | SENP1 FRET inh
COC(=O)c1sc(=S)n(-c2ccccc2OC)c1N | 12 | 0.88 | 0.82 | -6 | 6 | 1 | 18 | -4 | 0
Cc1cccc(OCC(O)Cn2c(NCc3cccnc3)nc3c2c(=O)[nH]c(=O)n3C)c1 (configuration not stated) | -14 | 1.1 | 1 | 3 | 6 | -3 | -4 | 1 | 2
Cc1ccccc1C(=O)N1CCC(C(=O)Nc2ccc(S(=O)(=O)N3CCCC3)cc2)CC1 | 6 | 0.94 | 1.1 | -2 | 19 | 0 | -12 | 3 | -2
C[C@]12C(=O)N(c3ccc(F)cc3)C(=O)N1[C@H]1c3ccccc3OC[C@@H]1[C@H]2c1ccccc1 | 7 | 0.93 | 0.97 | -7 | 6 | -3 | 3 | -2 | 3
Cc1ccsc1C(=O)Nc1cccc(S(=O)(=O)N(C)C)c1 | 9 | 0.91 | 0.91 | -1 | 13 | 0 | 9 | -1 | 2
CC(C)[C@H](NC(=O)OCc1ccccc1)C(=O)OCC(=O)NC1(C#N)CCCC1 | 8 | 0.92 | 1.1 | 3 | 1 | -1 | -11 | 5 | 0
CC(=O)Nc1ccc(NC(=O)CCC(=O)OCC(=O)c2ccc(F)cc2)cc1 | 7 | 0.93 | 0.96 | -5 | 9 | -2 | 4 | -3 | 3
Cc1cc2cc3c(cc2nc1SCC(=O)N1CCN(C(=O)c2ccco2)CC1)OCO3 | 24 | 0.76 | 0.93 | 0 | 11 | 3 | 7 | 3 | 0
Cc1[nH]c2ccccc2c1C(=O)C(=O)NCCCn1ccnc1 | 6 | 0.94 | 0.96 | -3 | 0 | -1 | 4 | 4 | 4
O=C(O)CCC(=O)Nc1ccccc1C(=O)NCc1ccco1 | 6 | 0.94 | 1 | 1 | 1 | -2 | -2 | -2 | -2
O=C(CCS(=O)(=O)c1cccc2nsnc12)N1CCN(C(=O)c2ccco2)CC1 | -9 | 1.1 | 0.95 | -2 | 5 | 0 | 4 | 2 | 1
CCN(CC)C(=O)CSc1n[nH]c(=S)n1N | 6 | 0.94 | 1 | -7 | 18 | 1 | -3 | -1 | 3
O=C(COc1ccccc1[N+](=O)[O-])N/N=C/c1ccncc1 | 7 | 0.93 | 0.95 | -2 | 18 | -2 | 5 | -2 | 0
Nn1c(SCCOc2ccc(Cl)cc2)nnc1-c1cccnc1 | 1 | 0.99 | 1.1 | -10 | 6 | 1 | -8 | 18 | 0
Cc1cc(C)nc(SCc2nnc(SCC(=O)Nc3ccccc3C)n2Cc2ccco2)n1 | -1 | 1 | 0.92 | 1 | 3 | 5 | 8 | 0 | -9
CCOc1ccccc1NC(=O)Nc1ccc(Cl)cc1 | 11 | 0.89 | 1.5 | -3 | 19 | -1 | -49 | 0 | 1
Brc1cccc2sc(N3CCN(c4ccccc4)CC3)nc12 | 14 | 0.86 | 1.1 | -3 | -1 | -3 | -5 | -2 | 2
S=C(NC1CCCCC1)NN1CCOCC1 | 9 | 0.91 | 0.97 | -8 | 10 | -1 | 2 | 7 | 1
Cc1ccc(C)c(C2C(=O)c3ccccc3C2=O)c1 | -6 | 1.1 | 1 | -10 | 9 | 1 | -1 | -6 | 1
CC(O)CNC(=O)c1ccc(-c2nn(C)c(=O)c3ccccc23)cc1 (configuration not stated) | -8 | 1.1 | 1.1 | -3 | 1 | 2 | -6 | 0 | 1
CS(=O)(=O)N1CCN(c2ccccc2NC(=O)c2ccc(Cl)cc2)CC1 | 2 | 0.98 | 0.99 | -2 | 15 | -5 | 1 | 25 | 3
CCNCCC(CCC(C)C)c1ccc2c(c1)OCO2 (configuration not stated) | -11 | 1.1 | 1 | -1 | 28 | -3 | -4 | 2 | 0
CC1CCCCN1C(=O)CSc1nnc(-c2ccco2)n1CC1CCCO1 (configuration not stated) | -15 | 1.2 | 1 | -5 | 6 | 0 | -4 | -4 | -1
O=C(NCCN1CCOCC1)c1cc(-c2ccccc2Cl)nc2ccccc12 | -9 | 1.1 | 0.95 | -9 | 10 | -2 | 4 | -3 | 1
CC(NC(=O)COc1ccccc1-c1ccccc1)c1ccccc1 (configuration not stated) | -12 | 1.1 | 0.97 | -5 | 16 | -4 | 3 | -1 | -2
Cc1ccc(-n2nnnc2SC(C(=O)c2c[nH]c3ccccc23)c2ccccc2)cc1 (configuration not stated) | -4 | 1 | 0.98 | -7 | 6 | 0 | 2 | 1 | 1
CCCC(=O)c1ccc(N2CCN(C(=O)c3ccccc3)CC2)c(F)c1 | 14 | 0.86 | 0.93 | -3 | 15 | -1 | 8 | -1 | -2
CCOC(=O)c1c(C)oc2ccc(O)c(CN(C)C)c12 | -9 | 1.1 | 0.98 | -8 | 18 | 0 | 2 | -1 | 0
COc1cccc(C2C=C(c3cccs3)Nc3ncnn32)c1OC (configuration not stated) | -18 | 1.2 | 0.99 | -5 | 19 | 0 | 1 | -13 | -25
O=C(NCCCc1ccccc1)Nc1cccc(Cl)c1 | -6 | 1.1 | 4.2* | 0 | 27 | -1 | -318 | -1 | 2
O=C(OCC(=O)C12CC3CC(CC(C3)C1)C2)c1ccccc1O | -12 | 1.1 | 1 | -4 | 8 | -3 | 0 | -4 | 1
COc1ccccc1C(=O)NCCC(=O)N1CCCC(C(F)(F)F)C1 (configuration not stated) | -36 | 1.4 | 1.1 | -11 | 11 | -3 | -7 | -1 | -1
Cc1ccc(NS(=O)(=O)c2c(C)[nH]c(C)c2C(=O)N2CCCCC2)c(C)c1 | -4 | 1 | 1 | -1 | -1 | -3 | -2 | -4 | 1
Cc1ccccc1OCCC(=O)N1CCN(S(=O)(=O)c2ccc(Cl)cc2)CC1 | 6 | 0.94 | 0.92 | 2 | 37 | -3 | 8 | 39 | 1
COc1ccc(N2CCN(C(=O)c3cccc4nc(C)oc34)CC2)cc1 | 8 | 0.92 | 0.96 | -14 | 6 | 2 | 4 | 0 | -1
COc1ccc(C(=O)NC(=S)Nc2ccc3oc(=O)ccc3c2)cc1 | -10 | 1.1 | 1 | -4 | -4 | -2 | -1 | -1 | 2
Cc1nc(NC(=O)CSc2nnc(C3CC3)n2C)sc1C(=O)N(C)C | 15 | 0.85 | 0.96 | -7 | 5 | -1 | 4 | -2 | 0
COc1ccc(/C=N/NC(=O)c2c(C)nc3ccccn23)cc1[N+](=O)[O-] | -2 | 1 | 0.95 | -3 | 17 | 1 | 5 | -1 | 2
O=C(Nc1cccc(-c2nc3ccccc3[nH]2)c1)c1ccc(C(=O)Nc2cccc(-c3nc4ccccc4[nH]3)c2)cc1 | -4 | 1 | 1 | -14 | 25 | -1 | -4 | 53* | -1
C=CCn1c(SCn2nnc3ccccc3c2=O)nnc1-c1ccc(Br)cc1 | -5 | 1.1 | 1 | -9 | 19 | 0 | -1 | -2 | -1
CCCC1=C(C(=O)OCC)C(c2cccs2)n2ncnc2N1 (configuration not stated) | -6 | 1.1 | 1 | -6 | 9 | 1 | -1 | -2 | 25
Cc1ccc(NC(=O)CN2C(=O)NC(C)(c3ccc(Cl)cc3)C2=O)cc1 (configuration not stated) | 4 | 0.96 | 1 | -3 | -2 | -4 | 0 | 2 | 3
COc1ccc(NC(=O)c2cc([N+](=O)[O-])ccc2N2CCCC2)cc1S(N)(=O)=O | 12 | 0.88 | 0.91 | -7 | 17 | 4 | 9 | 1 | -4
c1ccc(CN2CCN(CCN3CCn4c3nc3ccccc34)CC2)cc1 | 5 | 0.95 | 0.96 | -2 | 6 | -1 | 4 | 1 | 0
COc1ccc(CCNC(=O)C2CC(O)CN2S(=O)(=O)c2ccc(Cl)cc2)cc1OC (configuration not stated) | 4 | 0.96 | 1 | -3 | -7 | -1 | -2 | 4 | 3
COc1cccc(C(=O)NCC(=O)N2CCC3(CC2)NCCc2[nH]cnc23)c1 | 8 | 0.92 | 1 | -3 | -4 | -1 | -3 | -7 | 0
Cn1c(=O)n(CC(=O)O)c(=O)c2c1nc1n2CCS1 | 7&-11 | 0.93&1.1 | 1&1 | 3&2 | -2&2 | 0&-2 | -1&-4 | 1&1 | 1&1
Cc1ccc2nc(SCCC#N)nc(C)c2c1 | 5 | 0.95 | 1 | 3 | 18 | 0 | -3 | -5 | -1
COc1cc2c(cc1OC)C(C)N(C(=O)Cn1ncc3c1-c1cc(C)ccc1OC3)CC2 (configuration not stated) | 12 | 0.88 | 0.95 | 2 | 8 | -4 | 5 | 0 | 2
Cc1ccc(SCc2cc(=O)[nH]c(N3CCOCC3)n2)cc1 | -19 | 1.2 | 0.99 | 6 | -2 | 4 | 1 | 7 | 0
Next section
SMILES | hIAP inh | hIAP act | mIAP activ | APOBEC3G inh | NALP3 yeast inh | beta cell repl | mIAP block | APOBEC3A inh | SENP1 FRET inh
O=C(CN1CCN(c2ccccc2)CC1)N1N=CCC1c1ccccc1 (configuration not stated) | 10 | 0.9 | 1 | -8 | 8 | 4 | -1 | -3 | 1
COCC1CCCCN1Cc1cn[nH]c1-c1ccc(OC)cc1OC (configuration not stated) | 3 | 0.97 | 1 | -15 | 4 | 1 | 0 | 2 | 1
CCCCNC(=S)N(C)/N=C/c1ccc(F)cc1 | 15 | 0.85 | 0.74 | -1 | -26 | 1 | 26 | 3 | 3
COC(=O)[C@]1(CC(C)C)N[C@H](c2ccc(-c3cccc(Cl)c3)cc2)[C@@H]2C(=O)N(C)C(=O)[C@@H]21 | 2 | 0.98 | 0.91 | 4 | 10 | -8 | 9 | 1 | 1
CCCCCn1c(SCCCC)nc2c1c(=O)[nH]c(=O)n2C | 2 | 0.98 | 0.94 | 9 | 9 | 3 | 6 | -2 | -1
Cc1ccc(/C=N/N2CCN(Cc3ccccc3)CC2)s1 | -1 | 1 | 1.1 | 3 | 4 | -3 | -7 | 4 | 2
COc1c(C)cccc1C(=O)Nc1ccc(CN2CCOCC2)cc1 | -7 | 1.1 | 0.99 | -5 | -3 | -1 | 1 | -4 | 0
COc1ccc(C)cc1NC(=O)CSc1nnnn1Cc1ccccc1 | 1 | 0.99 | 0.92 | -5 | 6 | 0 | 8 | -4 | 1

Screening results deposited in PubChem BioAssay by Sanford-Burnham Center for Chemical Genomics.

Only part of the results is shown, so the mix of outcomes need not match the whole.
